Compound activity (PubChem BioAssay)
Growth percent in the NCI-60 one-dose screen (48 h, 10 µM unless noted): 100 = growth as untreated, 0 = no growth, -100 = all killed.
HCC-2998: HCC-2998 colon cancer; 79,000 compounds, 4.7% hits; AID 1794799
SNB-75: SNB-75 CNS cancer | 79,000 compounds, 5% hits | AID 1794750
SW-620: SW-620 colon cancer | 82,000 compounds, 5.2% hits
SNB-19: SNB-19 CNS cancer cells | 81,000 compounds, 2.5% hits | AID 1794751
SF-539: SF-539 CNS cancer. 81,000 compounds, 6.8% hits
KM12: KM12 colon cancer cells. 82,000 compounds, 5% hits
SF-295: SF-295 CNS cancer cells | 79,000 compounds, 5.6% hits | AID 1794758
HCT-116: HCT-116 colon cancer | 82,000 compounds, 7.3% hits | AID 1794798
HCT-15: HCT-15 colon cancer | 82,000 compounds, 5.2% hits
* = called active by the depositor; nt = not tested or not shown; [ ] = dose if it differs, or a comment. The calls were made as follows: active = growth percent below 10; inactive = the rest.

Sequence of screens: HCC-2998	SNB-75	SW-620	SNB-19	SF-539	KM12	SF-295	HCT-116	HCT-15
> O=C(OCC1OC(n2cc(C(F)(F)F)c(=O)[nH]c2=O)CC1OC(=O)c1ccc([N+](=O)[O-])cc1)c1ccc([N+](=O)[O-])cc1 (stereo not given)
 : 51	91	66	94	18	72	64	73	87
> O=C1C=CC(Nc2ccccc2[N+](=O)[O-])C1Nc1ccccc1[N+](=O)[O-] (stereo not given)
 : 6.8*	37	-72*	nt	-94*	58	67	-89*	-87*
> CCOC(=O)c1nc(Oc2ccc(NC(=O)Nc3ccccc3)cc2)c2ccccc2n1
 : nt	65[5.56 µM]	94[5.56 µM]	95[5.56 µM]	105[5.56 µM]	96[5.56 µM]	102[5.56 µM]	102[5.56 µM]	101[5.56 µM]
> Cc1cc(N)n(S(=O)(=O)c2oc(-c3ccccc3)nc2C#N)n1
 : 114	nt	49	93	108	101	101	75	62
> CCOC(=O)/C=C(\C)C(F)(F)F
 : 115	103	111	104	97	104	111	113	112
> CCCCSc1nc(NC2CC2)c(C#N)c(-c2ccc(C(C)C)cc2)n1
 : 114	128	103	104	99	105	103	110	108
> COc1ccc(N=C2c3ccccc3-c3ccccc32)cc1
 : 96	76	94	93	91	72	94	93	67
> O=S(=O)(Nc1ccccc1)N1CCCCC1
 : nt	97	101	93	96	111	110	103	102
> C=C1C(=O)O[C@H]2[C@H]1CC/C(COC(=O)NCc1cc3ccccc3[nH]1)=C\CC[C@@]1(C)O[C@@H]21
 : 98	62	-38*	59	-46*	81	90	-82*	-4.1*
> CCCCC(CCCC)NC(C)CO (stereo not given)
 : nt	91	108	110	104	109	109	105	113
> c1ccc(COC(CN2CCOCC2)c2ccccc2)cc1 (stereo not given)
 : 100	102	109	110	104	100	101	100	111
> COc1ccccc1C(C[N+](=O)[O-])c1c(-c2ccccc2)[nH]c2ccccc12 (stereo not given)
 : 98	61	93	94	83	94	88	85	88
> COc1cc(C2=NN(c3ccc(Cl)cc3)C(c3cccc(Nc4ccnc5cc(Cl)ccc45)c3)C2)cc(OC)c1OC (stereo not given)
 : 99	71	97	80	98	93	86	70	79
> O=C(O)/C=C\c1c[nH]c2nccnc12
 : nt	72	102	98	110	105	97	103	106
> CO[C@]12C=C/C(=C(/C(=O)OCc3cccnc3)C(=O)CCCCCCCC[C@]3(OC)C=C/C(=C(/C(=O)OCc4cccnc4)C(=O)CCCCCCCC1)O3)O2
 : -91*	-80*	-33*	-90*	-55*	-86*	-79*	-86*	-79*
> O=C(O)c1nn(-c2ccccc2)nc1N1CCCC1
 : 113	91	101	52	101	103	100	104	105
> O=C(Oc1ccc(Br)cc1)c1ccccc1C(=O)c1ccccc1
 : nt	109	112	108	101	104	147	103	99
> Fc1cccc(/C=C/c2nn3c(-c4cccnc4)nnc3s2)c1
 : 108	102	103	94	98	102	96	96	96
> FC(F)(F)c1c(-c2nnnn2-c2ccc(Cl)cc2)cnn1-c1ccccn1
 : 141	105	97	105	97	103	85	114	113
> COc1nc2c(c(=O)n1C)CN(c1ccccc1)C=N2
 : 101	74	100	91	107	107	122	103	101
> Nc1ccc(Sc2ccc3c4c2cccc4c(=O)n2c4ccccc4nc32)cc1
 : 81	44	46	46	49	74	12	47	40
> COc1cccc(C2=NN(c3ccc(-c4ccccc4)nn3)C(c3ccc(F)c(OC)c3)C2)c1 (stereo not given)
 : 105	103	92	93	96	93	100	68	91
> O[C@H]1CO[C@H]2[C@@H]1OC[C@@H]2Oc1ccc(Nc2ccnc(Nc3ccc(O[C@H]4CO[C@H]5[C@@H]4OC[C@@H]5O)c(Cl)c3)n2)cc1Cl
 : 17	-1.6*	20	7.6*	8.9*	6.6*	7.7*	9.1*	26
> O=S(=O)(NCCCNc1nccc(-n2cnc3ccccc32)n1)c1ccccc1
 : 107	90	107	103	89	71	93	90	88
> CC(C(=O)c1c([O-])on[n+]1-c1ccccc1)N1CCOCC1 (stereo not given)
 : 94	100	105	111	101	102	101	103	92
> COc1ccc(O)c(C(=O)CC(=O)c2cccnc2)c1
 : 103	96	110	106	103	111	97	111	102
> COC(=O)CCCCCCCCC(C)c1ccc(C(C)=O)cc1 (stereo not given)
 : 100	122	103	110	101	103	92	110	103
> CC(=O)Nc1ccc(I)cc1
 : 103	108	111	99	106	98	99	100	102
> C=CCNC(N)=O
 : 97	105	95	107	136	154	116	99	110
> CCCCCCCCCNc1ccc(C(=O)O)cc1C(F)(F)F
 : 114	108	108	102	103	106	105	103	99

The last 5 records of the section before are carried over, then new ones follow.
Sequence of screens: HCC-2998	SNB-75	SW-620	SNB-19	SF-539	KM12	SF-295	HCT-116	HCT-15
> COc1ccc(O)c(C(=O)CC(=O)c2cccnc2)c1
 : 103	96	110	106	103	111	97	111	102
> COC(=O)CCCCCCCCC(C)c1ccc(C(C)=O)cc1 (stereo not given)
 : 100	122	103	110	101	103	92	110	103
> CC(=O)Nc1ccc(I)cc1
 : 103	108	111	99	106	98	99	100	102
> C=CCNC(N)=O
 : 97	105	95	107	136	154	116	99	110
> CCCCCCCCCNc1ccc(C(=O)O)cc1C(F)(F)F
 : 114	108	108	102	103	106	105	103	99
> C=CCn1c2c(c3ccccc31)CC1CN(Cc3ccco3)C(=O)C1C2C(=O)O (stereo not given)
 : 104	nt	103	98	100	100	99	95	99
> O=C(O)C1(NC2CCCCC2)CCCCC1
 : 96	98	97	106	98	92	97	99	95
> CC(CCCO)Nc1ccnc2cc(Cl)ccc12 (stereo not given)
 : 99	99	105	106	114	102	91	100	100
> CCOC(=O)/C(=C/c1ccc(OC)c(OC)c1)P(=O)(OCC)OCC
 : 117	85	100	104	100	108	110	95	91
> CC1(C)CC(C(=O)OCCCCCCCCCCC[P+](c2ccccc2)(c2ccccc2)c2ccccc2)C(C)(C)N1O (stereo not given)
 : -85*	-58*	-81*	nt	-93*	-95*	-71*	-8.9*	88
> C#C[C@]1(O)CCC2C3CCC4=Cc5oncc5C[C@]4(C)C3CC[C@@]21C (stereo not given in full)
 : 87	92	92	80	98	75	46	60	74
> COc1cc(N=Nc2ccccc2C(=O)O)ccc1O
 : 111	93	109	103	107	102	121	106	111
> CCOC=C(C(=O)OCC)C(=O)OCC
 : 103	107	95	100	97	101	113	106	100
> COc1ccc(/C=N\NC(=O)CCCC(=O)N/N=C/c2ccc(OC)c(OC)c2)cc1OC
 : 98	91	101	97	106	93	97	100	100
> COc1ccc(OC)c(-c2cc(-c3ccc(Cl)cc3)c(C#N)c(SCC(=O)c3ccccc3)n2)c1
 : 88	63	98	85	59	79	84	83	95
> Nc1nccc(N2CCCCC2)n1
 : 100	109	112	91	105	115	105	116	107
> CCCCCCCC/C=C/CCCCCCCCC1=NCCN1CCO
 : 98	57	40	93	76	62	40	7.9*	59
> CCC(C)/C=C/c1cc(O)cc(=O)o1 (stereo not given)
 : 111	94	98	97	123	105	102	102	109
> CC[C@]12C=CCN3CC[C@@]4(c5cc(C#Cc6cccc(Nc7ncnc8cc(OCCOC)c(OCCOC)cc78)c6)c(OC)cc5N(C)[C@H]4[C@@](O)(C(=O)OC)[C@@H]1OC(C)=O)[C@@H]32
 : 108	103	91	80	81	85	80	54	66
> Brc1ccccc1/C=N/Nc1ncnc2sc3c(c12)CCNC3
 : 109	94	105	98	93	105	102	89	97
> COc1ccc2oc(=O)cc(C3OC4=C(C(=O)CCC4)C3c3cc(=O)oc4ccc(C)cc34)c2c1 (stereo not given)
 : 101	75	111	103	95	97	97	91	104
> NC(=O)c1cc2ccccc2cc1O
 : 103	98	99	107	94	105	102	99	102
> CC(=O)OCC(=O)[C@@]1(O)CCC2C3CCC4=CC(=O)CC[C@]4(C)[C@@]3(F)[C@@H](O)C[C@@]21C (stereo not given in full)
 : 108	115	107	95	85	108	115	99	100
> Oc1ccc(Cl)cc1-c1cc(-c2ccccc2Cl)[nH]n1
 : 31	44	75	88	83	20	nt	56	29
> COC(=O)[C@@H](Cc1ccccc1)n1cc(COC(=O)c2cccc3c(=O)c4ccccc4n(Cc4cn([C@H](Cc5ccccc5)C(=O)OC)nn4)c23)nn1
 : 109	88	102	100	101	101	102	109	101
> C=C(C)[C@H]1CC2=C(C(=O)OC)C=C(O2)[C@H]2O[C@]2(C)C[C@H]2C=C(CC1=O)C(=O)O2
 : 111	79	102	100	96	103	99	99	106
> COc1ccc(C2=Nc3c(C)nn(-c4ccccc4)c3NC(c3ccc(Oc4nc5c(c(=O)n(C)c(=O)n5C)n4C)c(OC)c3)C2)cc1 (stereo not given)
 : 105	84	109	95	95	94	nt	90	98
> O=C1c2ccccc2C(=O)N1CCC[P+](c1ccccc1)(c1ccccc1)c1ccccc1
 : 117	68	102	109	93	107	119	105	95
> COc1cccc(C(C#N)NCCCNC(C#N)c2cccc(OC)c2OC)c1OC (stereo not given)
 : 106	89	114	96	98	109	125	99	99
> CC1(C)C(=O)/C(=C\c2cccnc2)C[C@]2(C)[C@H]3CC[C@@H]4[C@@H](C(=O)/C=C/c5ccncc5)CC[C@@]4(C)[C@]3(C)CC[C@@H]12
 : 60	63	9.0*	15	1.2*	-21*	16	-87*	-36*
> Cc1cc(C)n(-c2cn3c(-c4ccccc4)csc3n2)n1
 : 105	64	102	97	94	104	77	101	95
> COc1cc(CNS(=O)(=O)c2ccc(C)cc2)ccc1OCc1cn(-c2ccc(Cl)cc2)nn1
 : nt	79	99	101	97	109	96	100	97
> CC(C)(C)[Si](C)(C)OC1[C@@H](CNC(N)=O)O[C@@H](n2cnc3c(NC(=O)Nc4ccccc4)ncnc32)[C@H]1O[Si](C)(C)C(C)(C)C (stereo not given in full)
 : 19	74	62	88	68	49	65	0.3*	48
> O=C(c1ccncc1)N1N=C(c2ccccc2)C[C@H]1c1cn(-c2ccccc2)nc1-c1ccccc1
 : 98	69	90	100	61	105	94	37	89
> CC1=NN(c2ccc([N+](=O)[O-])cc2)C(=O)C1
 : nt	81	95	108	95	106	114	96	102
> O=C(CSc1nnc2sc(Nc3ccccc3)nn12)c1ccc(Cl)cc1
 : 103	103	103	96	103	93	97	83	98
> CN(C)c1oc(C2OC2c2ccccc2)nc1C#N (stereo not given)
 : 97	nt	94	83	104	103	99	90	106
> COc1cccc(-c2cc(=O)oc3cc(O)ccc23)c1
 : 102	82	96	97	97	98	98	85	92
> CCOC(=O)n1c(-c2c(N)n[nH]c2N)nc2ccccc21
 : 96	64	84	98	86	95	99	101	96
> CCCCCCCCCCCCSC1=CC(=O)C=CC1=O
 : 94	45	109	40	28	49	52	78	75
> O=C(Nc1ccc(Cl)c2c1C(=O)c1ccccc1C2=O)c1ccccc1
 : 118	99	100	108	120	109	142	111	111
> Cn1c(=O)c2[nH]c(N/N=C/c3cccc(Br)c3)nc2n(C)c1=O
 : 108	117	112	102	93	112	nt	102	114
> Nc1nc2c(s1)CCc1c-2c(Br)n(Cc2ccccc2)c1Br
 : 102	90	35	105	93	108	120	23	51
> NS(=O)(=O)c1ccc(CCNCCC(=O)c2ccccc2)cc1
 : 105	93	97	94	98	102	103	97	100
> COCCCNS(=O)(=O)c1ncnc2nc[nH]c12
 : 102	116	101	122	99	96	129	93	124
> COc1cc2c(c(OC)c1OC)-c1cc(I)c(O)cc1[C@@H](NC(C)=O)CC2
 : 21	28	31	14	-28*	15	22	12	4.2*
> O=S(=O)(Nc1cnnc(Cl)c1)c1ccc(Nc2nc(=S)[nH][nH]2)cc1
 : 108	97	101	100	98	106	103	100	102
> FC(F)(F)c1[nH]ncc1-c1nc2ccc3n[nH]c(C#Cc4cccnc4)c3c2c2c1CCCC2
 : 50	-11*	19	60	20	23	43	9.0*	36
> CC(=O)Nc1nonc1-c1nc2ccccc2n1Cc1cccc(C(F)(F)F)c1
 : 85	38	94	96	100	nt	39	94	96
> Cc1ccc(C2=NN(c3nc(-c4cc5ccccc5oc4=O)cs3)C(c3ccccc3)C2)cc1 (stereo not given)
 : 114	89	96	59	61	98	95	93	90
> COc1ccc(/C=C2\Oc3cc(OCCCCN4CCCCC4)ccc3C2=O)cc1OC
 : 100	76	98	99	94	102	102	96	95
> CCCCn1c(NC(C)=O)c(S(=O)(=O)c2ccccc2)c2nc3ccccc3nc21
 : 113	90	109	99	98	103	111	127	101
> Cn1c(=O)c2[nH]c(CCCCCC(=O)O)nc2n(C)c1=O
 : 102	92	107	103	nt	103	101	106	110
> C=C(C)[C@@H]1CC[C@]2(C(=O)NCCNCCNC(=O)OC(C)(C)C)CC[C@]3(C)[C@H](CC[C@@H]4[C@@]5(C)CCC(=O)C(C)(C)[C@@H]5CC[C@]43C)[C@@H]12
 : 60[100 µM]	24[100 µM]	29[100 µM]	48[100 µM]	50[100 µM]	34[100 µM]	32[100 µM]	18[100 µM]	50[100 µM]
> OC(Cc1nccc2ccccc12)(c1ccccc1)c1ccccc1
 : 105	91	95	100	99	96	98	89	99
> COc1ccc(-c2nnc3c4cc[nH]c4ncn23)cc1OC
 : 102	103	112	95	107	112	100	103	102
> CCOC(=O)C1=C(C)N(C)C(=O)N(C)C1c1ccccc1 (stereo not given)
 : 93	79	97	94	91	103	91	79	102
> CC(C)CCSc1nc(Nc2ccccc2)c(C#N)c(-c2ccccc2)n1
 : 46	-10*	57	19	18	90	32	28	55
> Cc1cc(C)n(-c2nc(-c3ccco3)c(C#N)c(=O)[nH]2)n1
 : 104	88	108	100	100	103	97	102	86

As a working copy, some entries already given.
Sequence of screens: HCC-2998	SNB-75	SW-620	SNB-19	SF-539	KM12	SF-295	HCT-116	HCT-15
> CC(C(=O)c1c([O-])on[n+]1-c1ccccc1)N1CCOCC1 (stereo not given)
 : 94	100	105	111	101	102	101	103	92
> COc1ccc(O)c(C(=O)CC(=O)c2cccnc2)c1
 : 103	96	110	106	103	111	97	111	102
